MITF TRPM1 HTS – increases MITF-driven TRPM1 promoter luciferase signal; SK-MEL-5 TRPM1-promoter luciferase, 24 h; % of positive control, neutral wells = 0; activation, % at 12.5 µM; hit rate 0.75% among 300,000;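 active = mean activation of at least 80% with every replicate also reaching 80%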;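 note: 0% = neutral control wells and 100% = parthenolide positive control wells; values of inactives mirror those of a sister screen read the other way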
SR-BI uptake up – SR-BI HDL lipid transfer activation; activation, % at 12.5 µM; hit rate 0.096% among 320,000; CHO ldlA[mSR-BI] cells, DiI-HDL uptake fluorescence, 3 h; 100 = double the neutral-control signal;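 active = mean replicate activation of at least 60% and every replicate at or above 60%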;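 note: 0% = median plate neutral-control signal and 100% = twice that signal; values of inactives mirror those of a sister screen read the other way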
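System: LDL receptor-deficient CHO ldlA cells overexpressing murine SR-BI | Timing: 3 h uptake period with compound, 37 °C | Medium: HEPES-buffered (25 mM, pH 7.4) F12 plus 0.5% BSA | Dosing: Single-point compound dose | Signal: Bottom-read fluorescence, 550/595 nm | Read-out: Retained DiI signal reflecting DiI-HDL uptake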
CAL PDZ FP-1 – inhibitors of human CAL PDZ peptide binding | AID 504414 | Q9HD26 | inhibition, % at 20 µM | hit rate 0.02% among 330,000 | purified CAL PDZ, TMR-peptide fluorescence polarization, 1 h;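 active = highest replicate inhibition of at least 40%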;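 note: plate controls were DMSO neutral control wells for no effect and unlabeled competitor peptide control wells for full effect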
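System: tagged CAL PDZ domain. Schedule: 1 h room-temperature incubation prior to read. Signal: fluorescence polarization (mP). Measure: percent inhibition from loss of millipolarization.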
CAL PDZ FP-2 – blocks peptide binding to the human CAL PDZ domain. Q9HD26. purified CAL PDZ, TMR-peptide fluorescence polarization, 1 h. inhibition, % at 24.9 µM. hit rate 0.92% among 300,000. AID 602252;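 active = mean inhibition of at least 30% with at least half of replicates also reaching 30%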;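 note: 0% = DMSO neutral control and 100% = excess unlabeled competitor peptide PRC23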
Wnt act – activators of Wnt/beta-catenin signaling; activation, % at 9.35 µM; hit rate 1.2% among 300,000; AID 743398; Wnt/beta-catenin reporter cell assay, activator, plate reader; in the data active = activation above about 30%, passing the limit was not always enough;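 note: 0% = neutral control wells and 100% = positive control wells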
Tat transport – E. coli Tat transport inhibition. hit rate 0.036% among 340,000. inhibition, % at 10 µM. E. coli MC4100 TorA-mCherry Tat export, fluorescence;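 active = mean replicate inhibition at least 50% and at least half of replicates individually reaching 50%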;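 note: exported cargo escapes ClpAP degradation while cytoplasmic cargo is degraded and loses fluorescence; 0% = median of neutral control wells and 100% = median of NaSCN control wells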
phage Ecoli inh – E. coli growth loss with phage present; inhibition, % at 11.9 µM; growth absorbance; AID 651602; hit rate 0.26% among 360,000; in the data active = inhibition above about 11%
E coli growth – bacterial growth inhibition, counter-screen for AddAB inhibitors | inhibition, % at 11.9 µM | E. coli V3065 growth, OD600 absorbance, 18 h | AID 449728 | hit rate 0.27% among 330,000;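 active = inhibition above the campaign's mean inhibition across all tested compounds plus 3 SD, cut at about 9.9% in these data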;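 note: uninfected addAB+ strain grown without phage in ampicillin broth; 0% = DMSO wells and 100% = ciprofloxacin 0.95 µg/ml wells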
AddAB inh – less growth of phage-infected E. coli with AddAB; E. coli expressing H. pylori AddAB, absorbance growth; inhibition, % at 11.9 µM; hit rate 0.29% among 330,000; in the data active = inhibition above about 12%;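 note: 0% = vehicle wells of infected cells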
SR-BI HDL uptake – inhibitors of mouse SR-BI mediated HDL lipid uptake | hit rate 0.96% among 320,000 | AID 488896 | ldlA[mSR-BI] CHO cells, DiI-HDL uptake fluorescence, 3 h | inhibition, % at 12.5 µM | Q61009;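 active = mean replicate inhibition of at least 70% and a set share of replicates each scoring 70 or more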;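 note: 0% = median of neutral control wells and 100% = median of positive control wells; values of inactives mirror those of a sister screen read the other way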
Target sequence (Q61009 whole entry, looked up): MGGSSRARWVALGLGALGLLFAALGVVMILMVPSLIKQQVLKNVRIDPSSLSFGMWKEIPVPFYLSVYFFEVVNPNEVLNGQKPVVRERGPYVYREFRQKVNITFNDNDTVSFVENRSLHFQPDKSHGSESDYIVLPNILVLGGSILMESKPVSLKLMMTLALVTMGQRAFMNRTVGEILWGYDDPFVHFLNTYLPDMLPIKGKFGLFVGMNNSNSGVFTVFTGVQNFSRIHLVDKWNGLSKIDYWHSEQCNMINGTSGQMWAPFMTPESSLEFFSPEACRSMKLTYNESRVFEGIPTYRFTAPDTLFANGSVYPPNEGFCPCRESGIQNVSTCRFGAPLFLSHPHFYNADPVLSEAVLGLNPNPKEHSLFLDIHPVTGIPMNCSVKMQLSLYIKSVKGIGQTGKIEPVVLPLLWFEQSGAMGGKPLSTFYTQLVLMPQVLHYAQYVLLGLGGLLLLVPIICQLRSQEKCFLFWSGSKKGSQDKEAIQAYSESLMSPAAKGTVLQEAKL
* hit, by the source's call. Outcome played no part in choosing rows; overall some 3.6% were active at least once.

COc1ccc2c(C(=O)CN3CCSCC3)c[nH]c2c1 was read as MITF TRPM1 HTS 8.5, SR-BI uptake up 9.9, CAL PDZ FP-1 -0.5, CAL PDZ FP-2 -2.8, Wnt act 0.2, Tat transport 3.0, phage Ecoli inh 1.7, E coli growth 0.3, AddAB inh 2.2 and SR-BI HDL uptake -9.9.
Screening Cc1cc2oc(C(=O)N(Cc3cccs3)C3CCS(=O)(=O)C3)cc(=O)c2cc1Cl (centres undefined) returned SR-BI uptake up -2.8, CAL PDZ FP-1 -3.0, Wnt act -1.2, Tat transport 2.9, phage Ecoli inh 1.9, E coli growth -2.4, AddAB inh 2.0 and SR-BI HDL uptake 2.8.
For Cc1nnc(SCC(=O)Nc2ccccc2C(=O)NC2CC2)s1 the results were MITF TRPM1 HTS -0.2, SR-BI uptake up 21.0, CAL PDZ FP-1 0.1, CAL PDZ FP-2 1.2, Wnt act -2.1, Tat transport 2.1, phage Ecoli inh 3.4, E coli growth -0.2, AddAB inh 3.9 and SR-BI HDL uptake -21.0.
`CCN(CC)c1ccc(/C=N/NC(=O)CCC(=O)NCc2ccccc2)c(O)c1` gave MITF TRPM1 HTS -43.9, SR-BI uptake up 4.2, CAL PDZ FP-1 -0.8, CAL PDZ FP-2 -0.5, Wnt act -2.7, Tat transport -1.5, phage Ecoli inh 6.0, E coli growth 2.1, AddAB inh 7.9 and SR-BI HDL uptake -4.2.
Cc1cc2c(=O)n(Cc3ccco3)c(SCC(=O)N3CCCc4ccccc43)nc2s1 was read as MITF TRPM1 HTS 2.9, SR-BI uptake up -10.8, CAL PDZ FP-1 -5.9, CAL PDZ FP-2 -1.1, Wnt act -4.8, Tat transport 4.8, phage Ecoli inh 1.9, E coli growth -0.9, AddAB inh -1.3 and SR-BI HDL uptake 10.8.
COc1ccc(-c2cc(=O)oc3c(O)c(O)ccc23)cc1 was read as MITF TRPM1 HTS 3.1, SR-BI uptake up 5.7, CAL PDZ FP-1 -3.4, CAL PDZ FP-2 6.6, Wnt act -2.5, Tat transport -6.4, phage Ecoli inh 3.9, E coli growth 1.4, AddAB inh 2.9 and SR-BI HDL uptake -5.7.
Screening Cc1ccccc1CN1CCCC(C(=O)Nc2ccc(-c3ccn[nH]3)cc2)C1 (centres undefined) returned MITF TRPM1 HTS 6.7, SR-BI uptake up -13.2, CAL PDZ FP-1 -2.8, CAL PDZ FP-2 -1.6, Wnt act 1.7, Tat transport -3.7, phage Ecoli inh 0.5, E coli growth 2.8, AddAB inh 3.2 and SR-BI HDL uptake 13.2.
For Cc1cc(C)nc(NC(=O)/C=C/c2cccs2)c1 the results were MITF TRPM1 HTS 74.7, SR-BI uptake up -42.5, CAL PDZ FP-1 -1.5, CAL PDZ FP-2 -1.5, Wnt act 16.1, Tat transport -14.2, phage Ecoli inh 0.1, E coli growth 0.9, AddAB inh 1.0 and SR-BI HDL uptake 42.5.
CC1=C(C(N)=O)C(c2ccc(C)o2)C(C(N)=O)=C(C)N1 was read as MITF TRPM1 HTS 9.2, SR-BI uptake up -15.3, CAL PDZ FP-1 0.2, CAL PDZ FP-2 15.3, Wnt act 0.4, Tat transport -1.7, phage Ecoli inh 2.8, E coli growth 1.1, AddAB inh 3.5 and SR-BI HDL uptake 15.3.
CSc1ccc(CCCCCCOC(=O)C(C)(C)C)cc1 was read as MITF TRPM1 HTS 13.0, SR-BI uptake up 20.8, CAL PDZ FP-1 -1.9, CAL PDZ FP-2 4.8, Wnt act 1.7, Tat transport 1.2, phage Ecoli inh 1.8, E coli growth -0.8, AddAB inh 1.7 and SR-BI HDL uptake -20.8.
COc1cc(SC)ccc1C(=O)Nc1ccccc1C#N was read as MITF TRPM1 HTS 27.3, SR-BI uptake up -23.8, CAL PDZ FP-1 -1.3, CAL PDZ FP-2 -0.1, Wnt act 3.2, Tat transport 3.3, phage Ecoli inh 5.0, E coli growth -0.2, AddAB inh 0.6 and SR-BI HDL uptake 23.8.
For N#Cc1ccccc1CSc1nnc(-c2ccncc2)o1 the results were MITF TRPM1 HTS 56.8, SR-BI uptake up 12.1, CAL PDZ FP-1 -0.8, CAL PDZ FP-2 2.7, Tat transport -6.7, E coli growth 1.6, AddAB inh 1.2 and SR-BI HDL uptake -12.1.
Screening O=C(c1cnn(-c2ccccc2)c1)c1cc(Br)ccc1O returned SR-BI uptake up -4.4, CAL PDZ FP-1 0.0, CAL PDZ FP-2 -6.4, Wnt act 5.8, Tat transport -4.6, phage Ecoli inh 2.9, E coli growth -0.3, AddAB inh 3.8 and SR-BI HDL uptake 4.4.
For CCOC(=O)N1CCN(S(=O)(=O)N2CCCC(C(=O)NCCCN3CC(C)CC(C)C3)C2)CC1 (centres undefined) the results were MITF TRPM1 HTS 7.9, SR-BI uptake up 12.2, CAL PDZ FP-1 -0.6, CAL PDZ FP-2 -23.2, Wnt act -3.7, Tat transport -5.1, phage Ecoli inh 0.6, E coli growth -0.3, AddAB inh 0.3 and SR-BI HDL uptake -12.2.
Screening Cc1[nH]nc(N)c1-c1ccc(Cl)cc1 returned MITF TRPM1 HTS 6.3, SR-BI uptake up 29.6, CAL PDZ FP-1 -2.6, CAL PDZ FP-2 -3.6, Wnt act -4.3, Tat transport -14.3, phage Ecoli inh 2.4, E coli growth 0.2, AddAB inh 4.6 and SR-BI HDL uptake -29.7.
For COc1ccc(C(c2nnnn2C(C)C)N2CCN(C(=O)c3ccco3)CC2)cc1 (centres undefined) the results were MITF TRPM1 HTS -4.9, CAL PDZ FP-1 -0.3, CAL PDZ FP-2 9.5, Wnt act -0.7, Tat transport -1.6, phage Ecoli inh 2.6, E coli growth -1.5 and AddAB inh 2.9.
CC(/C=C/c1ccco1)=N/NC(=O)c1ccc(C)nc1 was read as MITF TRPM1 HTS -6.0, SR-BI uptake up 12.9, CAL PDZ FP-1 0.4, CAL PDZ FP-2 -2.6, Wnt act -0.4, Tat transport -1.6, phage Ecoli inh -2.9, E coli growth -1.3, AddAB inh -0.4 and SR-BI HDL uptake -12.9.
Screening CCN(C(=O)Cn1cnc2cc([N+](=O)[O-])ccc2c1=O)C1CCS(=O)(=O)C1 (centres undefined) returned MITF TRPM1 HTS -2.3, SR-BI uptake up 24.4, CAL PDZ FP-1 0.3, Wnt act 0.5, Tat transport 9.1, phage Ecoli inh 1.3, E coli growth 0.2, AddAB inh 2.4 and SR-BI HDL uptake -24.4.
COc1ccc(CNC(=O)c2cc3c(=O)n4cccc(C)c4nc3n(CC3CCCO3)c2=N)cc1 (centres undefined) was read as MITF TRPM1 HTS 9.3, SR-BI uptake up 18.0, CAL PDZ FP-1 -0.8, CAL PDZ FP-2 1.4, Wnt act -1.0, Tat transport 4.1, phage Ecoli inh -0.8, E coli growth -1.9, AddAB inh 1.0 and SR-BI HDL uptake -18.0.
O=C(c1ccc2ccccc2c1)N1CCCCC1 was read as MITF TRPM1 HTS 2.1, SR-BI uptake up 21.3, CAL PDZ FP-1 -2.2, CAL PDZ FP-2 -5.0, Wnt act 1.5, Tat transport 0.2, phage Ecoli inh 3.0, E coli growth -1.8, AddAB inh -0.2 and SR-BI HDL uptake -21.3.
For Cc1ccc(CNC(=O)C2CCCN(c3nc4ccsc4c(=O)s3)C2)cc1 (centres undefined) the results were MITF TRPM1 HTS -17.6, CAL PDZ FP-1 -2.4, CAL PDZ FP-2 -0.2, Wnt act -3.8, Tat transport 2.8, phage Ecoli inh -0.5, E coli growth 0.3 and AddAB inh 0.6.
Cc1cccc(CS(=O)(=O)Cc2ccc(C(=O)NCCCN3CCCC3)o2)c1 was read as MITF TRPM1 HTS -0.5, SR-BI uptake up -0.6, CAL PDZ FP-1 -0.3, Tat transport -5.3, phage Ecoli inh 1.6, E coli growth -2.4, AddAB inh -1.6 and SR-BI HDL uptake 0.6.
For CCOC(=O)C(C)Sc1nnc(Cc2cc(=O)[nH]c(=O)[nH]2)n1-c1ccc(Cl)cc1 (centres undefined) the results were MITF TRPM1 HTS 1.3, SR-BI uptake up -10.8, CAL PDZ FP-1 0.9, CAL PDZ FP-2 -1.8, Wnt act -2.6, Tat transport -9.9, E coli growth -0.3, AddAB inh -0.6 and SR-BI HDL uptake 10.8.
`O=C(CN1C(=O)c2cccc([N+](=O)[O-])c2C1=O)NCc1ccccc1` gave MITF TRPM1 HTS 6.9, SR-BI uptake up -8.5, CAL PDZ FP-1 -0.6, CAL PDZ FP-2 -7.0, Wnt act 3.2, Tat transport -7.2, phage Ecoli inh 1.2, E coli growth 1.1, AddAB inh -0.6 and SR-BI HDL uptake 8.5.
For Cc1ccc(C(=O)C2CCN(C(=O)c3ccc(C)cc3)CC2)cc1 the results were MITF TRPM1 HTS -12.6, SR-BI uptake up 3.2, CAL PDZ FP-1 -1.4, CAL PDZ FP-2 16.0, Wnt act -1.6, Tat transport -3.1, phage Ecoli inh 3.9, E coli growth 0.2, AddAB inh 2.3 and SR-BI HDL uptake -3.2.
CCCCn1c(N)c(N2CCOCC2)c(=O)n(CC(=O)NCCc2ccccc2)c1=O was read as MITF TRPM1 HTS -3.9, SR-BI uptake up 21.6, CAL PDZ FP-1 -2.2, CAL PDZ FP-2 -1.3, Wnt act -1.8, Tat transport 3.1, phage Ecoli inh 2.0, E coli growth 0.9, AddAB inh 2.0 and SR-BI HDL uptake -21.6.
Screening CCOc1ccccc1NC(=O)c1cccc2c1C(=O)N(C1CCCCC1)C2 returned MITF TRPM1 HTS -16.0, SR-BI uptake up -46.5, CAL PDZ FP-1 -1.9, CAL PDZ FP-2 -1.7, Wnt act -1.5, Tat transport -8.3, phage Ecoli inh -0.6, E coli growth 1.2, AddAB inh 5.8 and SR-BI HDL uptake 46.5.
Screening CCOC(=O)Cc1csc(NC(=O)c2cccnc2)n1 returned MITF TRPM1 HTS -3.5, SR-BI uptake up -1.3, CAL PDZ FP-2 -4.9, Tat transport -9.5, phage Ecoli inh 1.1, E coli growth -1.0, AddAB inh 0.9 and SR-BI HDL uptake 1.3.
`COc1ccc(C(=O)NNC(=O)CCn2nnc(-c3ccc(C)cc3)n2)cc1OC` gave MITF TRPM1 HTS -1.0, SR-BI uptake up 29.9, CAL PDZ FP-1 -1.3, CAL PDZ FP-2 -1.0, Wnt act 0.6, Tat transport -3.7, phage Ecoli inh 0.3, E coli growth 0.7, AddAB inh 0.2 and SR-BI HDL uptake -29.9.
`CCOC(=O)Cn1c(=NC(=O)CC)sc2c(C)cc(C)cc21` gave MITF TRPM1 HTS -1.6, SR-BI uptake up -8.9, CAL PDZ FP-1 -2.3, CAL PDZ FP-2 -4.0, Wnt act -5.2, Tat transport 1.4, phage Ecoli inh 1.3, E coli growth 2.1, AddAB inh -1.1 and SR-BI HDL uptake 8.9.
`OC1(C#CCN2CCCC2)CCCCC1` gave SR-BI uptake up -3.1, CAL PDZ FP-1 -0.2, CAL PDZ FP-2 -3.3, Wnt act -0.5, Tat transport 0.1, phage Ecoli inh 2.0, E coli growth -0.6, AddAB inh 2.6 and SR-BI HDL uptake 3.1.

Assay outcomes as filed in PubChem BioAssay.
